tuberculosis growth = growth inhibition of non-replicating M. tuberculosis (AID 488890); Mycobacterium tuberculosis non-replicating, growth inhibition; higher % means a stronger effect; 0.39% of 320,000 active; inhibition, % at 25 µM; hits with a dose series show IC50 in µM; in the data active means a potency from the dose series; inconclusive means inhibition mostly from about 82% at the one dose, without a potency; inactive means the rest, 99 in 100 with inhibition below about 76%;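 further: plate controls were DMSO cells for no effect and high antibiotic wells for full effect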
H1N1 NS1A inhibition = H1N1 influenza NS1A inhibitors, functional cell based assay (AID 504329). inhibition, % at 12.5 µM; hits with a dose series show IC50 in µM. NS1A functional cell-based assay, percent inhibition; higher % means a stronger effect. 0.3% of 340,000 active; in the data active means a potency from the dose series; inconclusive means inhibition above about 27% without an active follow-up result; further: strong numbers were not always called active
Salmonella PhoP GFP = PhoP regulon inhibitors, Salmonella typhi PhoP promoter GFP reporter, confirmatory (AID 1850); inhibition, % at 50 µM, or IC50 in µM where a hit was titrated; Salmonella Typhi PhoP-promoter GFP reporter, fluorescence, 4 h; higher % means a stronger effect; 0.33% of 310,000 active; in the data active means a potency from the dose series; inconclusive means inhibition mostly from about 25% at the one dose, without a potency; inactive means the rest, 99 in 100 with inhibition below about 19%;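 further: 0% = induced wells with vehicle and 100% = uninduced wells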
inhibitors of VEEV = inhibitors of VEEV TC-83 cytopathic effect, confirmation, Vero cells (AID 588727); inhibition, % at 20 µM, or IC50 in µM where a hit was titrated; Vero cells, VEEV TC-83 cytopathic effect inhibition; higher % means a stronger effect; 0.13% of 350,000 active; in the data active means a potency from the dose series; inconclusive means inhibition mostly from about 14% at the one dose, without a potency; inactive means the rest, 99 in 100 with inhibition below about 12%; further: strong numbers were not always called active
M. tuberculosis HTS = M. tuberculosis growth inhibition, HTS (AID 449762). M. tuberculosis H37Rv growth inhibition, 7H9 media; higher % means a stronger effect. inhibition, % at 25 µM, or IC50 in µM where a hit was titrated. 0.59% of 330,000 active; in the data active means a potency from the dose series; inconclusive means inhibition above about 70% without an active follow-up result;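 further: bacterial growth assessed after seven days of incubation; strong numbers were not always called active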
inhibitors of VEEV 10K pilot screen = recorded beside inhibitors of VEEV, whose call it bears; inhibition, %; measured here: 10K pilot screen inhibition
Starred values were filed as active, the others as inactive; i = inactive; ? = inconclusive; nt = no result given.

SMILES	tuberculosis growth	H1N1 NS1A inhibition	Salmonella PhoP GFP	inhibitors of VEEV	M. tuberculosis HTS	others
CCN(CC(=O)Nc1ccccc1C(F)(F)F)C(=O)C1CCN(C(=O)Nc2ccccc2)CC1	-3.7%	-7.1%	nt	2.5%	-4.1%
O=S(=O)(NC1c2cccc3cccc(c23)C1Sc1ncccn1)c1ccccc1 (centres undefined)	41.2%	-3.7%	-8.5%	8.3%	-4.3%
Cc1cc([N+](=O)[O-])nn1Cc1noc(C(=O)NCc2ccc3c(c2)OCO3)n1	-2.9%	5.2%	-6.2%	0.2%	-10.7%
COc1ccc(CCNC(=O)COC(=O)Cn2cnc3ccccc3c2=O)cc1	3.1%	0.0%	3.3%	0.1%	-0.6%
Cc1ccc(CNS(=O)(=O)c2ccc3c(c2)NC(=O)C(C)S3)cc1 (centres undefined)	17.1%	-2.0%	6.0%	0.9%	4.5%
COc1cc(/C=C/C(=O)/C=C(O)/C=C/c2ccc(O)c(OC)c2)ccc1O	-11.5%	-1.3%	nt	45.0%	-5.2%	inhibitors of VEEV 10K pilot screen=43.5
COc1ccc(NC(=O)N(C)C[C@H]2Oc3c(NS(=O)(=O)c4cn(C)cn4)cccc3C(=O)N([C@H](C)CO)C[C@@H]2C)cc1	-2.7%	-8.7%	nt	1.8%	1.8%
O=C(Nc1cccc(F)c1)C1CC(=O)N(c2ccc(Cl)cc2)C1 (centres undefined)	59.2%	-3.8%	-5.5%	3.5%	2.8%
Nc1c2nc(-c3ccccc3Cl)[nH]c(=O)c2nc(=O)n1-c1ccccc1	29.5%	-5.0%	-6.2%	3.2%	16.3%
COc1ccc(C(=O)N/N=C/c2ccc(OC)c(CSc3ccccn3)c2)cc1	-8.5%	2.2%	-7.3%	3.0%	0.6%
O=C1OC(c2ccccc2)=N/C1=C\C=C\c1ccccc1[N+](=O)[O-]	?	-2.5%	1.0%	1.6%	5.3%
N#C/C(=C\c1ccccc1)C(=O)OCC(=O)N1CCCC1	-4.8%	-1.8%	1.1%	2.7%	-4.1%
COc1ccccc1CNC(=O)COC(=O)Cc1ccsc1	nt	-3.0%	nt	0.7%	nt
COc1ccc(NC(=O)CNC(=O)Cn2c(C)cc3ccccc3c2=O)c(OC)c1	0.8%	-7.1%	11.1%	i	1.1%
Cc1cc(C)c(C)c(S(=O)(=O)NCc2ccco2)c1C	-8.2%	nt	-2.9%	nt	-0.6%
Cc1ccc(-n2cccn2)c(CN2CCCC(C(=O)c3ccc4c(c3)OCO4)C2)c1 (centres undefined)	23.0%	-1.8%	7.0%	1.6%	-5.9%
CC(=O)Nc1ccc(OCC(=O)NCCc2ccc(Cl)cc2)cc1	12.0%	-10.3%	7.6%	i	-8.2%
N#CC1=C(SCC(=O)Nc2ccccc2)NC(=O)CC1c1ccc(O)cc1 (centres undefined)	nt	0.2%	1.6%	0.2%	-10.6%
Nc1nc(NCc2cccs2)nn1-c1ccccc1	-1.0%	-9.5%	-4.6%	0.5%	-2.7%
COc1ccc(C(=O)c2coc3ccc(O)c(CN4CCCC4)c23)cc1	32.6%	-1.3%	5.0%	i	3.4%	inhibitors of VEEV 10K pilot screen=0.1
CCN(CC)c1ccc(NC(=O)CSc2nnc3nc(C)cc(C)n23)cc1	3.9%	-8.2%	-1.7%	0.9%	-6.1%
O=C(Nc1nc(-c2ccc(F)c(F)c2)cs1)C1=COCCO1	5.4%	-17.4%	nt	5.8%	-4.5%
CC1CCCN(CCOCCSc2ccccc2)C1 (centres undefined)	13.4%	0.8%	-2.0%	i	-10.9%
COc1ccc(-c2nc(CSCC(=O)NC3CCCc4ccccc43)c(C)o2)cc1 (centres undefined)	29.5%	7.9%	-12.5%	6.7%	-2.1%
CC1(C)C2CCC1(CS(=O)(=O)Nc1cccc(S(N)(=O)=O)c1)C(=O)C2 (centres undefined)	-26.4%	nt	4.2%	1.9%	-12.4%
O=C(O)c1cccc(OS(=O)(=O)c2cc(Br)ccc2Br)c1	57.2%	-22.9%	nt	1.4%	-10.8%
O=C(CNC(=O)c1ccco1)N/N=C/c1ccc(O)cc1O	-9.6%	11.3%	20.4%	2.4%	6.5%
Cc1ccc(NC(=O)C2CC(=O)Nc3ncnn32)c(C)c1 (centres undefined)	-5.4%	4.3%	12.3%	1.0%	-5.4%
Cc1ccc(-n2c(=S)[nH]c3c(oc4ccccc43)c2=O)cc1	-20.4%	-1.3%	-4.8%	1.9%	1.3%
CC(C)Cc1cc(C(=O)Nc2cc(Br)ccc2O)no1	?	-14.2%	-3.1%	4.4%	36.8%
CCOC(=O)c1ccc(S(=O)(=O)NNS(=O)(=O)c2ccc(C)cc2)cc1	nt	3.7%	-8.1%	0.1%	2.5%
Cc1c2c(nc3ccccc13)CCC(C)C2 (centres undefined)	?	-0.8%	-7.5%	i	33.8µM*
CCCn1cnnc1CNC(=O)C1CCC(=O)N(CCc2cccc(F)c2)C1 (centres undefined)	0.2%	8.1%	-9.2%	0.7%	-15.8%
CCOc1ccccc1NC(=O)NCc1cccnc1	-12.4%	-5.6%	-2.1%	1.0%	-3.5%
CCn1c(=S)[nH]c2c(=O)n(C)c(=O)n(C)c21	nt	-0.2%	nt	i	nt
COCCNc1nc2c(c(=O)n(Cc3cccc(Cl)c3)c(=O)n2C)n1C	-3.0%	12.8%	-6.0%	0.1%	5.0%

Some of these compounds in order of SMILES length, highest first.
SMILES	tuberculosis growth	H1N1 NS1A inhibition	Salmonella PhoP GFP	inhibitors of VEEV	M. tuberculosis HTS	others
COc1ccc(NC(=O)CNC(=O)Cn2c(C)cc3ccccc3c2=O)c(OC)c1	0.8%	-7.1%	11.1%	i	1.1%
COCCNc1nc2c(c(=O)n(Cc3cccc(Cl)c3)c(=O)n2C)n1C	-3.0%	12.8%	-6.0%	0.1%	5.0%
O=C(Nc1cccc(F)c1)C1CC(=O)N(c2ccc(Cl)cc2)C1 (centres undefined)	59.2%	-3.8%	-5.5%	3.5%	2.8%
Cc1c2c(nc3ccccc13)CCC(C)C2 (centres undefined)	?	-0.8%	-7.5%	i	33.8µM*
CC1CCCN(CCOCCSc2ccccc2)C1 (centres undefined)	13.4%	0.8%	-2.0%	i	-10.9%

Continued.
SMILES	tuberculosis growth	H1N1 NS1A inhibition	Salmonella PhoP GFP	inhibitors of VEEV	M. tuberculosis HTS	others
COc1ccc(N/C=C/C(=O)c2ccc3c(c2)OCO3)cc1OC	-0.6%	-3.3%	-9.2%	1.5%	-12.4%
O=C(CCl)Nc1cccc(S(=O)(=O)NC2=NCCCCC2)c1	79.5%	-4.9%	nt	?	?
O=c1c2ccccc2sc2ccc(Cl)cc12	42.3%	-12.5%	-1.4%	0.3%	33.1%
CCn1c(CN2CCN(CCO)CC2)nc2ccccc21	-5.8%	-3.1%	-3.7%	0.6%	-0.8%
CC(=O)NC(=O)COC(=O)/C=C/c1c(C)nn(Cc2c(Cl)cccc2Cl)c1Cl	-31.4%	-0.8%	19.9%	0.3%	9.1%
COC(=O)C(C)NC(=S)N1CC2C[C@@H](C1)Cn1c2cccc1=O (some centres undefined)	-3.6%	1.7%	3.1%	0.2%	-10.8%
CC(C)CCOc1cccc(OCC(=O)NC2CCS(=O)(=O)C2)c1 (centres undefined)	44.8%	-2.1%	-2.3%	i	-6.3%
FC(F)Oc1ccc(NC(=S)Nn2cnnc2)cc1	49.9%	10.0%	0.6%	1.7%	-3.0%
Cc1nonc1CC(=O)N1CCCC(C(=O)c2ccc(Cl)cc2)C1 (centres undefined)	44.3%	-8.3%	-16.3%	0.6%	-0.3%
CCOC(=O)C1(CCOc2ccccc2)CCN(Cc2ccc(OC)cc2)CC1	34.6%	0.7%	-0.5%	i	-5.6%
O=C(NC(NC(=O)c1ccccc1)c1ccccc1)c1ccccc1	-8.3%	1.7%	-9.5%	0.5%	1.6%
CCC(=O)CC(c1ccccc1)c1c(O)c2ccccc2sc1=O (centres undefined)	33.9%	-3.7%	16.8%	1.7%	-7.8%
CCN(CC)CC(=O)Nn1c(C)nc2c(ncn2-c2ccccc2)c1=O	-16.7%	-0.3%	2.9%	1.2%	-1.3%
COc1ccc(Nc2ncnc3sccc23)cc1OC	-14.0%	25.0%	0.0%	2.6%	4.3%
Cc1nc2c(cc1C#N)C(=O)c1ccccc1-2	1.9%	-2.4%	-8.9%	1.2%	-3.1%
CN(CC(=O)Nc1ccc(N2CCOCC2)cc1)C(=O)CCc1cc(C(C)(C)C)c(O)c(C(C)(C)C)c1	20.2%	3.6%	5.2%	3.7%	56.5%
COc1cc(/C=N/NC(=O)C(=O)NCC2CCCO2)ccc1OCC(=O)N1CCOCC1 (centres undefined)	-4.4%	-6.0%	2.5%	0.7%	-1.1%
CCSc1ccccc1C(=O)NCc1ccco1	16.0%	3.2%	-15.3%	i	7.6%	inhibitors of VEEV 10K pilot screen=0.4
O=C1CC(C(=O)N2CCC3(CC2)OCCO3)CN1CCc1ccccc1 (centres undefined)	-8.7%	-5.8%	7.5%	0.4%	-5.7%
O=C(Nc1ccc2c(c1)oc1ccccc12)c1ccc2c(c1)OCO2	6.3%	-4.3%	3.9%	i	9.8%
CCc1ccccc1N1C(=O)NC(=O)/C(=C\c2cc(C)n(C)c2C)C1=O	-8.1%	4.0%	-11.4%	1.4%	-2.0%
COc1cccc(CN2CCNC(=O)C2CC(=O)NCCN2CCOCC2)c1OC (centres undefined)	1.0%	0.3%	-3.9%	1.9%	-10.3%
CCN(CC)S(=O)(=O)c1ccc2c(c1)c(=O)c(C(=O)N1CCc3ccccc3C1)cn2C	-0.3%	-4.1%	7.3%	1.0%	-18.6%
COc1ccc(C2CC(c3ccc([N+](=O)[O-])cc3)=NN2C(C)=O)cc1 (centres undefined)	-4.4%	-6.5%	1.2%	0.0%	4.2%

For reference, some entries already given:
SMILES	tuberculosis growth	H1N1 NS1A inhibition	Salmonella PhoP GFP	inhibitors of VEEV	M. tuberculosis HTS	others
COc1cccc(CN2CCNC(=O)C2CC(=O)NCCN2CCOCC2)c1OC (centres undefined)	1.0%	0.3%	-3.9%	1.9%	-10.3%
CCN(CC)S(=O)(=O)c1ccc2c(c1)c(=O)c(C(=O)N1CCc3ccccc3C1)cn2C	-0.3%	-4.1%	7.3%	1.0%	-18.6%
COc1ccc(C2CC(c3ccc([N+](=O)[O-])cc3)=NN2C(C)=O)cc1 (centres undefined)	-4.4%	-6.5%	1.2%	0.0%	4.2%

(listing goes on)
SMILES	tuberculosis growth	H1N1 NS1A inhibition	Salmonella PhoP GFP	inhibitors of VEEV	M. tuberculosis HTS	others
O=C(NCc1ccccc1)C(Cc1ccccc1)NS(=O)(=O)c1cccc2nsnc12 (centres undefined)	5.4%	-8.8%	-149.5%	0.5%	-0.9%
CCOc1cc(N2CCOCC2)c(OCC)cc1NC(=O)CSc1nnc(N)s1	29.6%	0.1%	nt	2.5%	11.1%
CCOC(=O)c1oc2ccccc2c1COC(=O)CNC(=O)c1cccc(C)c1	10.7%	-9.2%	-8.4%	1.5%	3.9%
CC(=O)c1c(C)[nH]c(C(=O)OCC(=O)NCCc2ccc(F)cc2)c1C	-7.7%	-5.0%	0.8%	7.9%	6.9%
CCOC(=O)C1=C(Nc2cccc(Cl)c2)OCC1=O	1.2%	6.9%	1.5%	4.8%	-1.9%
COc1ccccc1C(=O)Oc1ccc(C(C)C)cc1	71.0%	-9.0%	5.3%	1.3%	?
COc1cccc(C(=O)CSc2nnc(-c3cccs3)o2)c1	nt	0.2%	8.5%	i	2.8%
O=C(NC1CCN(c2ncccn2)CC1)c1c(F)cccc1F	-0.8%	0.7%	2.2%	0.7%	4.5%
C=CCOc1nc(N2CCCC2)nc(N2CCCC2)n1	6.5%	0.0%	-16.6%	i	11.7%
COc1ccc(-c2noc(CCC(=O)N3CCN(c4ccc(C(F)(F)F)cc4)CC3)n2)cc1	nt	-7.5%	nt	i	nt

Random excerpt: four compounds from above, in no set order.
SMILES	tuberculosis growth	H1N1 NS1A inhibition	Salmonella PhoP GFP	inhibitors of VEEV	M. tuberculosis HTS	others
COc1ccc(-c2noc(CCC(=O)N3CCN(c4ccc(C(F)(F)F)cc4)CC3)n2)cc1	nt	-7.5%	nt	i	nt
CCOC(=O)c1oc2ccccc2c1COC(=O)CNC(=O)c1cccc(C)c1	10.7%	-9.2%	-8.4%	1.5%	3.9%
CCOc1cc(N2CCOCC2)c(OCC)cc1NC(=O)CSc1nnc(N)s1	29.6%	0.1%	nt	2.5%	11.1%
O=C(NCc1ccccc1)C(Cc1ccccc1)NS(=O)(=O)c1cccc2nsnc12 (centres undefined)	5.4%	-8.8%	-149.5%	0.5%	-0.9%

Assay outcomes as filed in PubChem.
